Screening results from PubChem.
CDK5 inh: inhibitors of human CDK5/p35 kinase, primary screen, biochemical, single concentration; Cyclin-dependent kinase 5 (Homo sapiens) + Cyclin-dependent kinase 5 activator 1 (Homo …; Recombinant CDK5/p35, ADP-Glo luminescence, 60 min; inhibition, % at 10 µM; 330,000 compounds, 0.01% hits; AID 488839, 2010;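 active means highest replicate inhibition of at least 50% and at least 75% of replicates reaching 50%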;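 further: plate controls were DMSO neutral control for no effect and GW8510 at 10 µM for full effect; many of its hits are not listed in these tables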
Target sequence (Q00535 whole entry, looked up): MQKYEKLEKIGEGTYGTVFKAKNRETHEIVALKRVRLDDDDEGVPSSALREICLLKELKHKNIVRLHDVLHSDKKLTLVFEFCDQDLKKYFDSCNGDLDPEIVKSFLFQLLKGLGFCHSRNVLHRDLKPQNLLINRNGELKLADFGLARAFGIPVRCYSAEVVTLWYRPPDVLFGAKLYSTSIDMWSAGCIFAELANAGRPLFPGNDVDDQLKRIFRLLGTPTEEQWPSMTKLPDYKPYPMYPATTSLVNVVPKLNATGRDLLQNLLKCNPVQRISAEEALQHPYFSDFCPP
Target sequence (Q15078 whole entry, looked up): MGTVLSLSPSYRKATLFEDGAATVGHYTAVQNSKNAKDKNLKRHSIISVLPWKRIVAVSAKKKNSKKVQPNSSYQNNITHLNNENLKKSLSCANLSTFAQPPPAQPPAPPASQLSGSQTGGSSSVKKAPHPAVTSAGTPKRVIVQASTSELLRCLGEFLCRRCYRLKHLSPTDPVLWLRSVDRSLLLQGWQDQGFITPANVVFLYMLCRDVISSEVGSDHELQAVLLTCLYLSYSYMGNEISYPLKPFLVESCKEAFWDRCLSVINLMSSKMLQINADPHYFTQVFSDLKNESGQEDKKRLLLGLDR
Tat transport: E. coli Tat export inhibitors, primary screen, MC4100, TorA-mCherry reporter, fluorescence, single point. 340,000 compounds, 0.036% hits. inhibition, % at 10 µM. AID 488895, 2010;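 active means mean replicate inhibition at least 50% and at least half of replicates individually reaching 50%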;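 further: exported cargo escapes ClpAP degradation while cytoplasmic cargo is degraded and loses fluorescence; 0% = median of neutral control wells and 100% = median of NaSCN control wells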
MITF TRPM1 HTS: activators of MITF-driven TRPM1 promoter reporter, primary screen, cell-based, SK-MEL-5, luciferase, single point | SK-MEL-5 TRPM1-promoter luciferase, 24 h; % of positive control, neutral wells = 0 | activation, % at 12.5 µM | 300,000 compounds, 0.75% hits;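 active means mean activation of at least 80% with every replicate also reaching 80%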;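 further: 0% = neutral control wells and 100% = parthenolide positive control wells; values of inactives mirror those of a sister screen read the other way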
V-ATPase pHluor: regulators of yeast V-ATPase proton pumping, primary screen, pHLuorin cytosolic pH fluorescence; S. cerevisiae; response, % at 10 µM; AID 504577, 2011; 350,000 compounds, 0.37% hits; in the data active means response mostly above about 7.3%, no sharp cut-off; inactive means mostly below about 5.4%; further: actives read high; inactives centre near 0; some compounds called inactive have numbers as strong as hits
CAL PDZ FP-1: CAL PDZ peptide-binding inhibitors, primary screen, biochemical, fluorescence polarization, Cer-tagged CAL PDZ, HTS. Golgi-associated PDZ and coiled-coil motif-containing protein (Homo sapiens), Q9HD26. purified CAL PDZ, TMR-peptide fluorescence polarization, 1 h. inhibition, % at 20 µM. 330,000 compounds, 0.02% hits. AID 504414, 2011;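 active means highest replicate inhibition of at least 40%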;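 further: plate controls were DMSO neutral control wells for no effect and unlabeled competitor peptide control wells for full effect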
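Test system: tagged CAL PDZ domain / Buffer or medium: sodium phosphate/NaCl buffer pH 7.4 with TCEP, IgG, Thesit / Reagent: TMR-labelled reporter peptide T*-PRC34 bound in PDZ groove / Compound dosing: single point, 20 µM / Schedule: 1 h incubation at room temperature before polarization reading / Technique: fluorescence polarization (mP) / Benchmarks: unlabelled peptide, DMSO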
dFosB act: activators of delta FosB homodimer, primary screen, biochemical, fluorescence polarization, TAMRA-CDK5 oligo, single point; activation, % at 25 µM; Protein FosB (Mus musculus), P13346; purified delta FosB; percent of positive-control signal above neutral wells; AID 493131, 2011; 340,000 compounds, 0.99% hits;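 active means mean activation above about 17%, with every replicate also reaching it, limit read from the data, passing the limit was not always enough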;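 further: fluorescence polarization rise as delta FosB binds a TAMRA Cdk5 AP-1 oligo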
Target sequence (P13346 whole entry, looked up): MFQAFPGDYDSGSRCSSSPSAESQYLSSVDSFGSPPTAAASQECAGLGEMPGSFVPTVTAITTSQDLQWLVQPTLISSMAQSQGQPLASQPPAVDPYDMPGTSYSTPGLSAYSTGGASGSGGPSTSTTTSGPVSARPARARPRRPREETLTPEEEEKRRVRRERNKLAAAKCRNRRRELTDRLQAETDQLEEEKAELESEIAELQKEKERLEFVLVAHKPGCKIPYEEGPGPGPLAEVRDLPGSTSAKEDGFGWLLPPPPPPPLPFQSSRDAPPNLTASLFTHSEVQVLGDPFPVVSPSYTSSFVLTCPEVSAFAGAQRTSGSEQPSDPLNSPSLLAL
RTF Ca sens act: cardiac RTF calcium sensitivity activators, primary screen, biochemical, IANBD-TnC fluorescence, EC20 calcium | 340,000 compounds, 0.24% hits | AID 493008, 2010 | Troponin I, cardiac muscle (Homo sapiens) + Troponin T, cardiac muscle (Homo sapiens) + … | activation, % at 7.2 µM | IANBD-labeled TnC RTF fluorescence at EC20 calcium; 0% EC20 calcium, 100% full calcium;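 active means activation above the mean over all tested compounds plus 3 SD, cut at about 30% in these data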;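 further: rise in fluorescence read as greater calcium sensitivity of cardiac thin filaments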
CAL PDZ FP-2: untagged CAL PDZ binding inhibitors, primary screen, biochemical, fluorescence polarization, HTS; purified CAL PDZ, TMR-peptide fluorescence polarization, 1 h; inhibition, % at 24.9 µM; 300,000 compounds, 0.92% hits; AID 602252, 2012;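 active means mean inhibition of at least 30% with at least half of replicates also reaching 30%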;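 further: 0% = DMSO neutral control and 100% = excess unlabeled competitor peptide PRC23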
Rtt109 Vps75: inhibitors of C. albicans Rtt109/Vps75 HAT, primary screen, biochemical, ThioGlo CoA-SH fluorescence, plate reader; purified Rtt109/Vps75, 4 h; inhibition, % at 34.9 µM; 330,000 compounds, 0.16% hits;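 active means inhibition of at least 50% in every replicate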
Wnt act: Wnt/beta-catenin pathway activators, primary screen, cell-based, plate reader, single point; Wnt/beta-catenin reporter cell assay, activator; activation, % at 9.35 µM; 300,000 compounds, 1.2% hits; AID 743398, 2014; in the data active means activation above about 30%, passing the limit was not always enough;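 further: 0% = neutral control wells and 100% = positive control wells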
* = called active by the depositor; x = no result given. Hits appear at their usual frequency; 4.1% or so of the library scored in one or more.

SMILES	CDK5 inh	Tat transport	MITF TRPM1 HTS	V-ATPase pHluor	CAL PDZ FP-1	dFosB act	RTF Ca sens act	CAL PDZ FP-2	Rtt109 Vps75	Wnt act
S=C(NCCc1ccccc1)NC1CCC(NC(=S)NCCc2ccccc2)CC1 (stereo unspecified)	0.4	11.6	0.4	-2.2	x	8.9	-0.1	0.7	1.2	-3.2
O=S1(=O)CCC(N2CCOCC2)C1 (stereo unspecified)	-1.9	6.5	-6.5	-1.3	0.7	-1.6	0.9	-8.4	-5.9	-5.6
CCOC(=O)c1cc2n(c1N)-c1ccccc1C2=O	-0.3	-3.2	-1.4	3.8	-0.7	-5.5	40.9*	-0.8	10.8	x
Cc1ccc(C2=CC(c3ccc(C)cc3)n3ncnc3N2)cc1 (stereo unspecified)	0.4	-8.1	-1.3	6.6	-1.2	2.4	1.3	10.8	12.3	-0.4
C=CCNC(=O)Nc1ccc(F)c(Cl)c1	0.6	-4.5	-2.5	-3.0	-2.1	1.0	2.7	-1.7	x	-0.5
O=C(Cc1cccc2ccccc12)NC(=S)Nc1cccc(C(=O)O)c1	-3.0	-5.7	-3.1	-1.8	-0.9	-4.6	4.7	-3.6	-4.9	-0.2
COc1ccc(NC(=O)CCN2CC(C)OC(C)C2)c(OC)c1 (stereo unspecified)	-1.0	-3.5	-2.7	4.3	-1.9	-6.7	22.1	-4.0	-3.4	x
O=C(O)c1c2c(nc3ccc(S(=O)(=O)N4CCC(C(=O)NCc5ccccc5Cl)CC4)cc13)CCCC2	0.2	-4.7	-3.9	0.2	-1.3	-1.0	0.7	-1.6	-3.2	0.3
Cc1ccn2cc(CNC(=O)c3cccs3)nc2c1	-3.1	-2.8	0.1	3.5	0.0	-4.4	10.7	1.5	-3.8	0.0
O=C(CSc1ncc(-c2ccccc2)n1-c1ccccc1)NCc1ccco1	-0.3	8.5	1.9	-0.6	-2.7	-12.5	0.0	-11.2	0.9	x
CCC(CC)C(=O)Nc1ccc([N+](=O)[O-])cn1	0.2	-4.6	5.2	2.4	-0.6	0.0	-0.4	-0.4	-0.3	-1.0
CC(=O)Nc1ccc(NC(=O)CSC2=NS(=O)(=O)c3cc(Cl)ccc3N2)cc1	-0.6	-3.3	7.4	5.6	-1.6	0.1	-1.2	-0.2	-5.5	-1.0
COc1ccc(/C=C/c2nnc(NC(=O)CSc3ccc(Cl)cc3)s2)cc1	0.3	3.1	20.8	0.5	0.9	-1.8	2.6	-4.6	-5.1	-1.6
COC(=O)c1sccc1NC(=O)CC1C(=O)NCCN1C(=O)Nc1ccc(C(F)(F)F)cc1 (stereo unspecified)	0.6	-18.9	-13.0	-1.7	-0.3	-17.2	-1.1	7.7	3.4	-2.4
CCN1C=CC(=C2C(=O)c3ccccc3C2=O)C=C1	6.7	-5.5	-97.9	0.0	-1.1	-4.5	-4.8	-5.5	79.8*	x
O=[N+]([O-])c1cc(S(=O)(=O)NC2=NCCCCC2)ccc1Cl	1.1	4.0	-9.6	3.4	-0.2	2.0	10.4	-0.8	-1.2	-2.8
O=C(NCC1CCCO1)c1ccc(NC(=O)c2ccc([N+](=O)[O-])cc2)cc1 (stereo unspecified)	-0.1	-5.9	0.4	3.2	2.1	-8.0	-3.4	3.2	18.0	-2.3
O=C(NCc1cccs1)C(=O)NCC1OCCCN1S(=O)(=O)c1ccccc1 (stereo unspecified)	1.7	-3.7	-12.2	-0.7	0.4	-13.0	-3.8	-6.2	2.6	x
CCOc1ccc(Br)cc1CN(CC)CC	-0.2	5.5	x	-1.0	-1.5	-5.9	1.4	-0.1	-1.9	2.5
COc1cc(-c2nc(=S)[nH][nH]2)cc(OC)c1OC	4.5	-1.7	19.5	1.1	-2.2	-1.2	-4.2	1.6	2.9	-6.0
COC(=O)c1[nH]c2ccc(Cl)cc2c1NC(=O)CCN1CCOCC1	2.3	-3.0	-7.6	3.7	-2.1	-5.1	2.6	-2.0	-1.6	-1.9
Cc1ccc(NCC(=O)NNC2=NCCC2)c(C)c1	0.9	0.5	-8.8	2.5	-2.5	4.9	3.4	-3.0	7.3	-1.6
Cc1ccc(NCc2nc3ccccc3n2C)cc1	2.0	-3.3	x	5.1	-1.2	1.8	-1.2	x	-1.3	x
CC(=O)NC1=NN(C(C)=O)C(C)(CS(=O)(=O)c2ccc3ccccc3c2)S1 (stereo unspecified)	1.7	0.0	-6.5	-0.7	x	-11.2	2.5	-2.6	-2.2	1.9
O=C(Cc1ccc(Cl)cc1)NC1CC1	-0.6	8.3	13.0	-2.9	-0.2	-4.7	4.6	-2.7	7.1	-1.2
COc1cc(CNc2nnnn2C)cc(OC)c1OC	-0.4	-2.7	x	1.7	-0.5	4.1	0.6	-2.0	-2.0	12.7
CCN(Cc1nc2ccccc2c(=O)[nH]1)Cc1nc2cc(OC)c(OC)cc2c(=O)[nH]1	1.0	4.5	x	-1.2	-0.3	-13.5	-1.2	-3.0	-11.8	x
Cc1ccc(Cl)cc1NC(=O)c1cc(NC(=O)CCCC(=O)O)ccc1N1CCCCC1	-3.1	1.8	1.5	-0.3	-3.1	-11.2	-0.7	-2.0	18.6	-0.9
S=c1[nH]nc(-c2ccccn2)n1/N=C/c1ccc(-c2ccccc2Br)o1	1.7	3.3	12.1	-1.9	-2.3	7.9	11.0	-1.6	14.1	-0.3
CCN(CC)S(=O)(=O)c1ccc(C)c(NC(=S)N2CCN(c3ccccn3)CC2)c1	-1.9	1.6	-9.8	1.8	-2.0	-1.0	-5.8	-1.5	4.0	-1.1
O=C(NCCCN1CCOCC1)C1CC(=O)N(C2CCCCC2)C1 (stereo unspecified)	0.6	-5.5	-6.4	5.9	-0.6	6.4	0.0	-3.4	1.4	x
Cc1cc(C(F)(F)Cl)n2ncc(-c3ccccn3)c2n1	1.1	2.5	-12.2	0.7	-1.9	-10.5	-10.3	-3.1	4.9	-1.1
Cc1cc(C)nc(SCC(=O)NC2CCCC2)n1	0.7	-2.8	0.1	-4.9	-0.6	-0.4	1.4	-2.8	3.4	-0.9
Cc1cc(C)nc(NS(=O)(=O)c2ccc(NC(=O)c3nn(-c4ccccc4)ccc3=O)cc2)n1	x	-2.5	-9.9	-1.3	-4.1	-18.5	-0.9	-6.5	0.4	0.1
O=C(N/N=C\C=C\c1ccco1)C1COc2ccccc2O1 (stereo unspecified)	6.0	-9.4	x	0.5	-2.6	-8.9	-1.9	x	-5.5	-0.5
COc1ccc(-c2nc(N3CCCCCC3)sc2C(=O)c2ccccc2)cc1	0.3	-1.8	x	-1.6	-0.5	-3.0	-6.8	-8.4	5.5	-1.5
O=C(CCc1nnc(C2CCCCC2)o1)N1CCC(Oc2cccnc2)CC1	0.8	0.8	10.3	3.4	-2.0	-1.9	3.5	-1.7	x	-3.0
Cc1ccc(NC(=O)CN2C(=O)N/C(=C/c3ccc4c(c3)OCCO4)C2=O)cc1	0.7	-13.9	-10.5	0.4	-1.1	48.0*	1.3	5.0	10.5	11.4
COc1c(Cl)cc(-c2noc(C)c2C(=O)NCc2ccccc2)cc1Cl	-0.4	-0.1	5.7	-5.0	-0.8	-3.8	3.1	-4.6	1.3	-4.9
O=C(O)C(Cc1ccccc1)N1CCS(=O)(=O)CC1 (stereo unspecified)	1.3	1.5	-8.6	1.1	0.5	4.8	-7.0	1.9	x	-1.2
COc1ccc(NC(=O)CN2C(=O)CSC(C)C2=O)cc1 (stereo unspecified)	1.3	2.6	-2.5	-1.2	-1.0	1.7	0.4	1.3	6.6	-2.2
Cc1ccc(S(=O)(=O)N2CCCCC2)cc1NC(=O)COC(=O)CN1C(=O)NC2(CC(C)CC(C)(C)C2)C1=O (stereo unspecified)	-0.3	9.4	2.1	1.6	-0.2	-15.1	-1.6	-2.3	-0.4	-1.1
COc1ccc(CCNC(=O)COc2cc(O)c3c(c2)OC(C)(C)CC3=O)cc1	1.8	2.5	x	0.5	-0.4	-7.2	1.9	-0.2	5.4	-0.8
CCc1ccc(NC(=O)c2sc3nc(C)nc(N4CCN(c5ccccn5)CC4)c3c2C)cc1	1.0	3.5	17.5	-3.0	-1.0	-12.9	2.4	-3.6	-1.6	-0.2
Cc1cc(Nc2cccc(F)c2)nc(N2CCOCC2)n1	-0.9	16.8	x	7.8	-0.4	-12.4	12.0	x	-2.5	1.9
CCN(CC)C(=S)NC(=O)c1ccc(Cl)cc1Cl	-0.9	-0.2	-10.2	1.9	-2.4	-2.9	3.9	-1.2	11.5	-7.4
CCn1c(COc2cccc3cccnc23)nnc1SCC(=O)OC	-0.2	-5.7	-13.0	-3.2	-2.0	3.2	-2.6	-1.6	-4.7	-0.9
Cc1ccc(NC2CCCN(C(=O)c3cn4cc(Cl)ccc4n3)C2)cc1C (stereo unspecified)	0.0	-1.2	-3.0	-0.6	-1.4	2.8	-1.9	-0.7	10.1	-3.0

Structures listed above marked active in Rtt109 Vps75.
SMILES	CDK5 inh	Tat transport	MITF TRPM1 HTS	V-ATPase pHluor	CAL PDZ FP-1	dFosB act	RTF Ca sens act	CAL PDZ FP-2	Rtt109 Vps75	Wnt act
CCN1C=CC(=C2C(=O)c3ccccc3C2=O)C=C1	6.7	-5.5	-97.9	0.0	-1.1	-4.5	-4.8	-5.5	79.8*	x

Continued:
SMILES	CDK5 inh	Tat transport	MITF TRPM1 HTS	V-ATPase pHluor	CAL PDZ FP-1	dFosB act	RTF Ca sens act	CAL PDZ FP-2	Rtt109 Vps75	Wnt act
O=C(COC(=O)Cc1ccccc1[N+](=O)[O-])NCc1ccc(F)cc1	-0.4	-0.1	-0.1	-12.3	-2.4	-4.1	-6.9	-1.4	x	-8.6
O=C(CNC(=O)c1ccc(Cl)cc1)OCCCOC(=O)CNC(=O)c1ccc(Cl)cc1	0.3	-1.2	-1.5	2.0	-1.4	0.3	-2.3	-1.9	0.6	0.6
Nc1nccnc1C(=O)OCC(=O)Nc1cccc(S(=O)(=O)N2CCCCC2)c1	-0.1	-4.6	3.1	3.5	-1.6	-4.4	0.6	-0.4	5.1	x
O=C(N=C1SC2CS(=O)(=O)CC2N1Cc1ccc(Cl)cc1)C1CCCO1 (stereo unspecified)	x	-4.5	1.3	-5.3	-1.8	-4.5	-2.3	-0.1	-17.8	1.5
CC(/C=C/c1ccccc1)=N/NC(=O)c1nc2nc(C)cc(C)n2n1	-2.0	-2.4	1.2	-4.8	-0.6	-9.1	-2.5	x	-6.7	0.1
